Screening data deposited in PubChem by several laboratories.
NR5A2 inv ag – inverse agonists of human LRH-1 (NR5A2). O00482. HEK293T StAR-luciferase reporter, LRH-1 transfected, 24 h. inhibition, % at 3.6 µM. 360,000 tested, 0.13% active. AID 602396;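 active means inhibition above the mean inhibition of all tested compounds plus 3 SD, cut at about 73% in these data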;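 further: 0% = DMSO wells and 100% = reporter-only cells lacking LRH-1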
TROY signal inh – blocks TROY-dependent signaling in reporter cells | Q293 LMP1-TROYcd NF-kB luciferase reporter, 4 h | inhibition, % at 10 µM | 360,000 tested, 0.98% active;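 active means compounds whose plate-normalised and pattern-corrected inhibition of the luciferase reporter signal at the single screening dose is 50% or more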
SRC2 inh – inhibits human steroid receptor coactivator 2; Q15596; HEK293 GAL4-SRC2 luciferase reporter, luminescence; inhibition, % at 9 µM; 370,000 tested, 0.17% active; AID 651957;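 active means inhibition above the mean inhibition of all tested compounds plus 3 SD, set per campaign, cut at about 52% in these data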;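 further: 0% = DMSO treated cells and 100% = cells given Gossypol at 36 µM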
LMP1 NFkB inh – Epstein-Barr LMP1 NF-kappaB reporter inhibition | LMP1-induced NF-kappaB luciferase reporter cells, luminescence | inhibition, % at 12.5 µM | 350,000 tested, 0.69% active; in the data active means inhibition above about 41%;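 further: 0% = neutral control wells and 100% = reference inhibitor control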
NCOA3 inh – human NCOA3 inhibition | Q9Y6Q9 | HEK293 GAL4-SRC3 luciferase reporter, luminescence | inhibition, % at 3.6 µM | 360,000 tested, 0.17% active | AID 588352;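 active means inhibition above a per-campaign cutoff, the mean of all compounds plus 3 SD, cut at about 60% in these data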;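 further: 0% = DMSO-treated cells and 100% = gossypol-treated cells at 36 µM; higher means less SRC3-driven luciferase light from the GAL4 reporter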
NOD2 RIPK2 PPI – NOD2-RIPK2 protein interaction inhibition; O43353; CHO BLA complementation NOD2-RIPK2, CCF4 ratio; inhibition, % at 4.98 µM; 360,000 tested, 0.38% active; in the data active means inhibition above about 21%;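 further: 0% = vehicle only and 100% = reference blocker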
C8 TRAIL sens – caspase-8 TRAIL sensitization; AID 624354; 360,000 tested, 1% active; NB7+C8 cells + TRAIL, ATPlite viability luminescence; inhibition (viability loss, TRAIL sensitization), % at 10 µM;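 active means compounds causing at least 50% loss of cell viability in the single-dose screen, relative to plate controls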
Vif inh – blocks HIV Vif function | HEK293T cells, Vif self-association by quenched fluorescence, imaging, 24 h | AID 602346 | 340,000 tested, 0.35% active | inhibition, % at 7.49 µM; in the data active means inhibition above about 50%, passing the limit was not always enough; further: some results filed as inactive read as strong as hits
NCOA1 inh – inhibits human SRC1 coactivator; HEK293 GAL4-SRC1 luciferase reporter, luminescence; inhibition, % at 3.6 µM; 360,000 tested, 0.12% active;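 active means inhibition above the campaign mean plus 3 SD, with each screening campaign given its own cutoff, cut at about 60% in these data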;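 further: 0% = DMSO treated cells and 100% = gossypol at 36 µM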
NR2F2 inh – blocks human COUP-TFII nuclear receptor | HEK293T NGFI-A luciferase reporter, luminescence | inhibition, % at 8.6 µM | 370,000 tested, 0.7% active | AID 686940;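 active means inhibition above a per-plate cutoff, mean inhibition of test wells between control levels plus 3 SD, cut at about 38% in these data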;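 further: cells cotransfected with COUP-TFII expression vector driving the NGFI-A reporter; 0% = median of COUP-TF2 test wells and 100% = reporter-only cells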
Target sequence (P24468 whole entry, looked up): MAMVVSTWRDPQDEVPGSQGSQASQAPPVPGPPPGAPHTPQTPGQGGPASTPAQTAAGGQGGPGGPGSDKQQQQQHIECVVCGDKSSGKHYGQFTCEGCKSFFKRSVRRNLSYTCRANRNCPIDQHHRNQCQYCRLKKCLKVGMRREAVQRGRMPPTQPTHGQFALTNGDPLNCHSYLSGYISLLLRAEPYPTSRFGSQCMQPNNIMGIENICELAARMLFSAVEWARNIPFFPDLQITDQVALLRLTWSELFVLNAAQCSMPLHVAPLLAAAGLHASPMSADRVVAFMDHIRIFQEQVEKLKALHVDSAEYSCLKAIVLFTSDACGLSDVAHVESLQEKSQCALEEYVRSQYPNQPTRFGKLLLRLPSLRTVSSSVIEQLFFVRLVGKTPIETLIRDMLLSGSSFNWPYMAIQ
TLR9-MyD88 block – blocks human TLR9 binding to MyD88. 340,000 tested, 0.21% active. AID 504734. inhibition, % at 4.98 µM. CHO BLA complementation TLR9-MyD88, CCF4 FRET ratio;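 active means inhibition above the mean over all tested compounds plus 3 SD, cut at about 21% in these data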;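 further: 0% = DMSO only wells and 100% = clavulanate BLA inhibitor control wells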
Numbers without * were called inactive; . = not tested or not shown. Only part of the results is shown, so the mix of outcomes need not match the whole.

SMILES	NR5A2 inv ag	TROY signal inh	SRC2 inh	LMP1 NFkB inh	NCOA3 inh	NOD2 RIPK2 PPI	C8 TRAIL sens	Vif inh	NCOA1 inh	NR2F2 inh	TLR9-MyD88 block
COc1cc2nc(CN3CCN(S(=O)(=O)c4cc(C)ccc4C)CC3)[nH]c(=O)c2cc1OC	-29	5	13	-10	-4	-6	11	-1	13	-8	0
CN(NS(=O)(=O)c1ccc(Cl)cc1)c1nc(C(F)(F)F)nc2ccccc12	-12	6	4	-7	30	-7	8	-5	-19	11	-7
CCCCc1nc2sc3c(=O)[nH]c(=S)[nH]c3c2c2c1CCC2	15	5	7	5	-17	-9	15	-2	-33	7	-2
O=C(CN1CCN(c2cccc(Cl)c2)CC1)c1ccc(O)cc1O	22	1	12	0	5	-14	3	10	-5	-2	-2
Cc1ccc(NC(=S)NC2CCCC2)c(C)c1	-32	-10	-5	1	-18	-5	-17	-1	-24	-4	-5
Cc1nc(SCC(=O)N2CCCCC2)c2c(C)c(C)sc2n1	5	2	-4	-2	-2	-3	0	4	8	-3	-7
COc1cc(-c2cc(NC=O)c3ncc(-c4ccccc4)n3c2)cc(OC)c1OC	11	2	-28	.	-8	0	17	-3	-2	-61	.
O=C(Nc1ccc(N2CCOCC2)c(S(=O)(=O)Nc2ccc(Cl)cc2)c1)c1ccc(=O)[nH]n1	4	15	-1	3	-2	-3	9	.	-3	8	-4
COc1ccc(-c2c(C)c3ccc(O)cc3oc2=O)cc1OC	-5	-2	-31	5	-16	-7	16	28	-7	6	-5
O=C(CSc1ccc(Cl)cc1)Nc1ccc(C2SCCS2)cc1	-5	-21	-29	1	11	-3	13	-5	-50	-1	-4
CCOC(=O)N1CCc2c(sc(NC(=O)c3ccc(S(=O)(=O)N4CCCC4)cc3)c2C#N)C1	19	22	-16	1	-9	11	9	-11	-17	5	3
Cc1[nH]c2ccc3c(ncn3CCC#N)c2c1C	23	4	22	2	-10	-6	-2	1	4	3	4
Cc1ccc(CN2C(=O)CC(Nc3ccc(N4CCOCC4)cc3)C2=O)cc1 (stereo not drawn)	7	5	-11	3	-12	2	4	19	7	-10	1
c1ccc(OCCCn2nnc(-c3ccc(N4CCOCC4)cc3)n2)cc1	16	-33	5	-1	22	-11	18	-4	-10	-6	3
COc1cccc(-c2nc(CS(=O)CC(=O)NCCCOC(C)C)c(C)o2)c1 (stereo not drawn)	-5	1	-32	-2	-9	0	-3	10	0	21	-3
CCc1cccc(NC(=O)c2ccc(Cn3c(=O)[nH]c4ccsc4c3=O)cc2)c1	9	11	-13	9	20	-4	-6	-2	-7	12	0
CCCc1nc2ccccc2c(C(=O)N(CC)CC(=O)NCc2cccs2)c1CC	3	-36	17	-6	4	-11	-2	-2	-4	8	-1
CCOc1ccccc1OCCCC(=O)NC1=NCCS1	-7	6	1	-5	-21	-6	-7	.	2	6	3
O=C(COC(=O)C1CC(=O)N(Cc2ccco2)C1)Nc1nc(-c2ccc(F)cc2)cs1 (stereo not drawn)	-62	-46	-30	-11	-22	6	-12	-4	-37	-16	-16
CCOC1=C2[C@H]([C@H]3C(=O)N(c4ccccc4)C(=O)[C@H]3C1)[C@@H](c1ccccc1)N(S(=O)(=O)c1ccc(C)cc1)[C@H]2c1ccccc1	-22	-5	-2	.	7	-21	-2	7	16	0	.
C[C@@H]1CC=C[C@@H]2[C@H]1C(=O)N(Cc1ccccc1)[C@H]2c1cccc(Br)c1	24	7	5	-20	8	-11	7	-3	5	4	-12
O=c1[nH]c2cc3c(cc2cc1C(c1nnnn1Cc1ccccc1)N1CCCCCC1)OCCO3 (stereo not drawn)	12	-5	7	0	14	-1	-2	-3	-3	-64	8
Cc1noc(C)c1COc1ccccc1C(=O)NC(C)CCc1ccccc1 (stereo not drawn)	9	-29	12	-3	9	-2	-1	-2	8	17	5
COCCn1c(=NC(=O)CSCC(=O)N2CCOCC2)sc2ccccc21	-7	14	-24	-9	-1	3	8	17	16	11	-1
O=C1CCCN1C(=O)CSc1ccc2ccccc2n1	-5	-28	-3	4	-14	-14	-8	17	5	-5	3
O=C1/C(=C\c2cccc(O)c2O)SC(=S)N1Cc1ccccc1	10	16	-12	0	-11	10	52*	-5	-12	15	6
CC1(C)Cc2nc3[nH]c(=S)[nH]c(=O)c3cc2CO1	10	1	0	-7	4	-16	-8	0	5	-11	5
COc1ccc(C(=O)Nc2ncccc2C)cc1S(=O)(=O)N1CCCc2ccccc21	22	-8	-32	-6	-27	4	12	-1	-2	10	1
COc1ccc(NCC(=O)N/N=C/C(C)c2ccccc2)cc1 (stereo not drawn)	5	-22	-10	-1	11	1	2	1	5	1	0
COCCNC(=O)C(c1ccc(F)cc1)N(Cc1ccccc1)C(=O)CCC(=O)Nc1ccccn1 (stereo not drawn)	1	-16	-8	-1	6	3	18	-4	-20	2	-4
COc1cc(NC(=O)CNC(=O)Cn2cnc3sc(C)c(C)c3c2=O)cc(OC)c1OC	-7	-11	-2	6	-7	-4	-7	15	-3	15	1
O=C(CCC1CCN(Cc2ccccc2O)CC1)NC1CC1	8	15	8	-10	1	1	6	3	5	-2	-12
COc1cc(C)nc(NS(=O)(=O)c2ccccc2Cl)n1	-3	-15	11	-3	-19	-7	0	-5	-12	-5	5
N#Cc1cccc(C(c2nnnn2C2CCCC2)N2CCCCCC2)c1 (stereo not drawn)	10	-8	-8	3	-3	-8	1	-2	0	7	1
CC(C)(C)OC(=O)NCCc1nnc(SCC(=O)c2ccc(Cl)cc2)o1	13	18	8	-1	3	-3	3	-4	-8	12	5
Cc1ccc(S(=O)(=O)N(CC(=O)N2CCOCC2)c2ccc(C(C)C)cc2)cc1	6	0	3	0	13	-11	-14	-2	3	-13	3
O=C(CCN1C(=O)C2CCCCC2C1=O)Nc1nc2c(F)cc(F)cc2s1 (stereo not drawn)	-70	-12	-21	-24	-76	-6	-12	-17	-102	-47	3
COc1cc(C(F)(F)F)c(C(=O)N(C)Cc2cc(Cl)cc(Cl)c2)cn1	6	-8	-14	4	36	7	-7	-13	5	2	7
COC(=O)CNS(=O)(=O)c1ccc(Cc2ccc(S(=O)(=O)NCC(=O)OC)cc2)cc1	-9	14	.	-8	26	-10	2	-2	12	.	-8
CCCOC(=O)C1=C(C)NC2=C(C(=O)CCC2)C1c1ccc(N(C)C)cc1 (stereo not drawn)	15	3	-14	-13	9	5	-11	-10	-7	-4	-18
Cc1cc(C(C)(C)C)cc(C)c1CCNC(=O)c1ccc[n+]([O-])c1	-36	17	-20	-45	-90	-18	23	-6	-27	-31	-4
C=CCC(NCc1ccccc1)c1ccccc1 (stereo not drawn)	-10	-38	4	4	16	8	10	14	16	14	5
O=C1c2ccccc2[C@@H]2C[C@@H](O)[C@H](Nc3cccc4ccccc34)CCN12	7	15	5	-1	-1	-11	-3	83*	-31	4	-1
COc1cccc(CNC(=O)C(=O)N2CCC3(CC2)OCCN3S(=O)(=O)c2ccc(C)cc2)c1	-12	12	18	2	-8	-9	2	1	-1	-2	2
O=C(CS(=O)(=O)c1cn(Cc2ccc(Cl)cc2)c2ccccc12)N1CCCC1	4	4	-6	-5	7	3	12	-3	-3	13	-4
CC(=O)c1cccc(-c2ccnc3c2CC(C(=O)NCc2ccco2)O3)c1 (stereo not drawn)	-11	25	-6	.	4	0	18	54*	-25	-49	.
COc1ccc(NC(=O)C(NC(C)=O)C(=O)NCc2ccccc2OC)cc1 (stereo not drawn)	1	-27	-21	-4	-16	-10	-1	-2	-9	-11	2
COc1ccccc1CNC(=O)c1cccc2c1C(=O)N(Cc1cccnc1)C2	5	20	-17	5	17	-13	-1	-22	11	18	-1
COc1cc(NC(=O)CN2CCN(c3ccccc3)CC2)c(C)cc1[N+](=O)[O-]	2	8	-1	-11	9	-8	4	5	-1	-10	-1
CCOC(=O)c1ccc(NC(=O)N2CCc3ccccc32)cc1	-160	-57	-40	-78	-95	11	30	-9	-84	-66	-5
Cc1nc(NCC2CCCO2)c2oc3ccccc3c2n1 (stereo not drawn)	1	-1	15	2	-12	-5	0	-4	-24	-4	2
COc1cccc(-c2csc(N3CCN(C(=S)Nc4ccccc4OC)CC3)n2)c1	6	-17	-30	0	-10	-4	-11	13	-29	2	5
Cc1ccc(SCC(=O)N2CCC(C(N)=O)CC2)cc1	12	-18	-2	-7	2	-2	-21	3	2	-13	-2
